Compound activity as filed in PubChem BioAssay.
PAFAH1B3 inh – PAFAH1B3 (human) inhibition. recombinant PAFAH1B3, FP-rhodamine probe, fluorescence polarization. Q15102. actives 0.28% (n = 340,000). AID 492972. inhibition, % at 3.39 µM;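 active means inhibition above the screen-wide average of all tested compounds plus 3 SD, cut at about 25% in these data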;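 further: 0% = enzyme with DMSO only and 100% = wells lacking PAFAH1B3 protein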
Target sequence (Q15102 whole entry, looked up): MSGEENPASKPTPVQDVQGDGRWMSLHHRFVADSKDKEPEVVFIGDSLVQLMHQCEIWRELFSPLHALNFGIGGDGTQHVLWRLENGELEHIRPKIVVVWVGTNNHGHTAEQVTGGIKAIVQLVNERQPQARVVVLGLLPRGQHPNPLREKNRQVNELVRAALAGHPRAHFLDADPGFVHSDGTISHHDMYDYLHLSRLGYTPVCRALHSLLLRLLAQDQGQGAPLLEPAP
PAFAH1B2 inh – blocks human PAF acetylhydrolase 1b catalytic subunit 2; recombinant PAFAH1B2, FP-rhodamine activity probe, fluorescence polarization; inhibition, % at 3.39 µM; P68402; actives 1.2% (n = 340,000); AID 492953;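 active means inhibition above the mean of all tested compounds plus 3 SD, cut at about 24% in these data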;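 further: 0% = enzyme with DMSO and 100% = wells lacking PAFAH1B2; many of its hits are not listed in these tables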
PAFAH2 inh – inhibitors of human PAFAH2. inhibition, % at 3.39 µM. actives 0.99% (n = 340,000). recombinant PAFAH2, FP-rhodamine activity probe, fluorescence polarization. AID 492956;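 active means inhibition above the mean over all tested compounds plus 3 SD, cut at about 30% in these data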;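 further: inhibitors block probe labeling of enzyme so polarization drops; 0% = enzyme with DMSO and 100% = wells lacking PAFAH2 protein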
LYPLA1 inh – blocks human lysophospholipase 1, a PME1 counter-screen | actives 0.16% (n = 320,000) | inhibition, % at 5.9 µM | recombinant LYPLA1, FP-Rh probe fluorescence polarization | O75608;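 active means inhibition above the mean of all tested compounds plus 3 SD, set per campaign, cut at about 14% in these data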;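 further: inhibitors block serine hydrolase probe labeling of LYPLA1 so polarization falls; 0% = enzyme with DMSO and 100% = wells lacking LYPLA1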
pPAFAH FP inh – pPAFAH (human) enzyme inhibition; Q13093; recombinant pPAFAH, FP-rhodamine probe fluorescence polarization; inhibition, % at 3.39 µM; actives 1.5% (n = 330,000);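 active means inhibition above the mean inhibition across the screen plus 3 SD, cut at about 25% in these data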;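 further: inhibitors block binding of the rhodamine activity-based probe so polarization drops; 0% = enzyme with DMSO and 100% = wells lacking pPAFAH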
Target sequence (Q13093 whole entry, looked up): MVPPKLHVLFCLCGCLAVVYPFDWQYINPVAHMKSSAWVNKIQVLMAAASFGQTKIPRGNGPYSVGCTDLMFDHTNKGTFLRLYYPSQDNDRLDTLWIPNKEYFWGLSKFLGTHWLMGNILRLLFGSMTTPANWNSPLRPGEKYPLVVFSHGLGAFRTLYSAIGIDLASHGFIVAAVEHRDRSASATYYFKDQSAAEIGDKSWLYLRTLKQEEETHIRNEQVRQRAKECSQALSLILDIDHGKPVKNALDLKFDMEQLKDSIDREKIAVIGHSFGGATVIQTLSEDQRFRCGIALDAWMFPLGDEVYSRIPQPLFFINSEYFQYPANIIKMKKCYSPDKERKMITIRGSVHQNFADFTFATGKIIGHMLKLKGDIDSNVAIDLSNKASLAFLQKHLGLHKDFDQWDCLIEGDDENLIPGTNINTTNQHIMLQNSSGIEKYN
LYPLA2 counter – counter-screen for PME1 inhibitors: inhibitors of human LYPLA2; AID 2177; inhibition, % at 5.9 µM; recombinant LYPLA2, FP-Rh probe fluorescence polarization; actives 0.38% (n = 320,000);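 active means inhibition above the screen-wide mean plus 3 SD, limit set per campaign, cut at about 26% in these data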;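 further: 0% = LYPLA2 with DMSO and 100% = wells lacking LYPLA2 enzyme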
PREPL inhibitor – inhibitors of human prolyl oligopeptidase-like enzyme PREPL; recombinant PREPL, fluorescence polarization activity-based probe; AID 2751; actives 0.68% (n = 320,000); inhibition, % at 5.96 µM; Q4J6C6; in the data active means inhibition above about 43%;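 further: 0% = enzyme with DMSO and 100% = wells lacking enzyme; many of its hits are not listed in these tables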
GSTO1 inh – blocks human GSTO1 in RBBP9 counter-screen; P78417; recombinant GSTO1, activity-based probe fluorescence polarization; inhibition, % at 5.96 µM; actives 1.1% (n = 300,000);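 active means inhibition above the campaign mean inhibition plus 3 SD, cut at about 35% in these data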;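 further: 0% = GSTO1-1 with DMSO and 100% = wells lacking GSTO1-1 enzyme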
Target sequence (P78417 whole entry, looked up): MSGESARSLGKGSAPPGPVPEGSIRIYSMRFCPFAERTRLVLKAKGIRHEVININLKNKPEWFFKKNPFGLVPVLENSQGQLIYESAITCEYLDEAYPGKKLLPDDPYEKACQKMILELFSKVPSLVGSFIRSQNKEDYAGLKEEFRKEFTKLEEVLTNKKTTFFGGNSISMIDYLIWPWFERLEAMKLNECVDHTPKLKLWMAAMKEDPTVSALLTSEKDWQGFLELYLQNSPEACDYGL
PAD4 inh – PAD4 (human) enzyme inhibition | inhibition, % at 6.36 µM | Q9UM07 | recombinant PAD4, RCA probe fluorescence polarization | actives 0.41% (n = 330,000) | AID 485272;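 active means percent inhibition above a cutoff equal to the mean of all tested compounds plus 3 SD, cut at about 15% in these data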;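 further: 0% = PAD4 with RCA probe and DMSO and 100% = probe without PAD4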
An asterisk follows results filed as active; . = not tested or not shown. This is a subset; count on the stated rates, not on these rows.

SMILES	PAFAH1B3 inh	PAFAH1B2 inh	PAFAH2 inh	LYPLA1 inh	pPAFAH FP inh	LYPLA2 counter	PREPL inhibitor	GSTO1 inh	PAD4 inh
O=S(=O)(c1ccc(Cl)cc1)n1ccc(-c2cccc(OCc3c(F)cccc3Cl)c2)n1	0	1	-4	-3	-5	-4	-5	-3	3
C=CCNC(=O)c1ccc(-n2cccc2)cc1	-1	1	2	0	6	-7	0	6	-3
CC1(C(=O)OCC(=O)Nc2ccc(S(=O)(=O)N3CCOCC3)cc2)CC1(Cl)Cl (configuration not stated)	7	4	-2	.	2	.	7	.	3
CCSc1sccc1C1C(C#N)=C(N)N(c2cccnc2)C2=C1C(=O)CC(C)(C)C2 (configuration not stated)	1	10	6	0	-2	-4	5	-4	-4
CN1CCSc2ccc(C(=O)Nc3cccc(F)c3)cc21	1	-1	0	-3	3	-7	12	9	1
Cc1cc(C(=O)Nc2ccccc2C(F)(F)F)no1	10	3	-2	3	5	3	-1	-1	-2
CCc1nc(Nc2ccc3c(c2)OCO3)c2oc3ccccc3c2n1	1	4	8	5	12	8	25	5	-2
CCOC(=O)C1=C(COC(=O)c2sccc2C)NC(=O)NC1C (configuration not stated)	12	7	0	1	1	-4	-50	.	4
CCCCc1nc2c(C)c(N)cnc2n1Cc1cccc([N+](=O)[O-])c1	4	1	-1	3	2	3	6	-2	1
O=C(OCC(=O)c1c[nH]c2ccccc12)c1ccc([N+](=O)[O-])s1	25	15	9	-3	16	1	10	46*	-8
O=C1CC(c2ccc(Cl)cc2)n2nc(N3C(=O)c4ccccc4C3=O)nc2N1 (configuration not stated)	8	2	6	0	1	7	5	0	4
CCOc1cc(C(=O)Nc2cc3c(cc2N2CCOCC2)n(C)c(=O)n3C)cc(OCC)c1OCC	4	-5	-1	-1	3	6	39	4	-1
COc1cc(CC(=O)OCC(=O)NC2CCCCC2C)cc(OC)c1OC (configuration not stated)	8	-2	5	-4	3	-4	-4	.	-1
CC(=O)c1ccc(NC(=O)CSc2nnc(-c3ccoc3C)n2Cc2ccccc2)cc1	7	3	-4	4	3	7	-3	-5	-1
Cc1ccc(OCC(=O)N/N=C/c2cn(Cc3ccccc3)c3ccccc23)cc1	4	0	11	0	10	0	13	1	-2
Cc1cccn2c(=O)c3cc(S(=O)(=O)c4ccccc4)c(=N)n(Cc4ccco4)c3nc12	2	0	5	-3	13	-4	22	-12	-7
Clc1cc(Br)ccc1OCCN1CCOCC1	0	1	-1	1	4	-2	-3	2	-5
COc1ccc(C(=O)N/C(=C\c2cn(S(=O)(=O)N(C)C)c3ccccc23)C(=O)N2CCN(C)CC2)cc1	4	0	1	5	6	6	24	-3	1
O=C1/C(=C\c2ccc(-c3ccccc3Cl)o2)SC(=S)N1CC1CCCO1 (configuration not stated)	-4	2	6	1	3	-2	10	0	3
CC(C)Cn1c(-c2cccs2)nc2nc3ccccc3nc21	5	3	-5	-3	-5	-3	1	2	-1
O=C(CSc1nnc(CNc2ccc(F)cc2)o1)OC1CCCCC1	-1	20	1	-2	5	0	14	20	-3
O=C(/C=C/c1cccs1)N1CCN(c2ccc(F)cc2)CC1	2	7	-1	3	-4	-4	9	-1	4
Cc1ccc(C)c(S(=O)(=O)N2CCN(C(=O)[C@@H]3CCCN3C(=O)c3cccs3)CC2)c1	0	-2	5	0	0	2	7	.	-4
O=C(COC(=O)c1c(F)cccc1Cl)NC1CCCC1	0	1	37*	1	3	-2	-8	7	4
O=C(NCc1ccccc1)C(c1ccc(F)cc1)N(C(=O)c1csnn1)c1ccccc1 (configuration not stated)	2	-4	0	3	-10	-6	2	-3	0
CCOc1ccc(NC(=O)[C@@H]2CCCN2C(=O)c2cccs2)cc1S(=O)(=O)N1CCCCC1	2	3	1	-2	2	5	2	.	12
O=C(NCC(c1ccco1)N1CCc2ccccc21)c1c(F)cccc1F (configuration not stated)	-2	6	-1	-1	19	-2	-14	4	5
CC(=O)c1cccc(NC(=O)N2CCCC2C(=O)NCc2ccc(C)cc2)c1 (configuration not stated)	8	0	-1	-1	-1	-4	-1	5	-1
CC1=C(C(=O)Nc2ccc(F)cc2)C(c2ccncc2)C2=C(CCCC2=O)N1 (configuration not stated)	-9	-1	11	4	2	8	-1	6	-1
CCCOc1cccc(C2C(C(=O)c3cc4ccccc4o3)=C(O)C(=O)N2c2cc(C)on2)c1 (configuration not stated)	5	10	12	-2	7	0	11	-17	-7

Reprinted from the part before: seven compounds; new compounds follow.
SMILES	PAFAH1B3 inh	PAFAH1B2 inh	PAFAH2 inh	LYPLA1 inh	pPAFAH FP inh	LYPLA2 counter	PREPL inhibitor	GSTO1 inh	PAD4 inh
O=C(COC(=O)c1c(F)cccc1Cl)NC1CCCC1	0	1	37*	1	3	-2	-8	7	4
O=C(NCc1ccccc1)C(c1ccc(F)cc1)N(C(=O)c1csnn1)c1ccccc1 (configuration not stated)	2	-4	0	3	-10	-6	2	-3	0
CCOc1ccc(NC(=O)[C@@H]2CCCN2C(=O)c2cccs2)cc1S(=O)(=O)N1CCCCC1	2	3	1	-2	2	5	2	.	12
O=C(NCC(c1ccco1)N1CCc2ccccc21)c1c(F)cccc1F (configuration not stated)	-2	6	-1	-1	19	-2	-14	4	5
CC(=O)c1cccc(NC(=O)N2CCCC2C(=O)NCc2ccc(C)cc2)c1 (configuration not stated)	8	0	-1	-1	-1	-4	-1	5	-1
CC1=C(C(=O)Nc2ccc(F)cc2)C(c2ccncc2)C2=C(CCCC2=O)N1 (configuration not stated)	-9	-1	11	4	2	8	-1	6	-1
CCCOc1cccc(C2C(C(=O)c3cc4ccccc4o3)=C(O)C(=O)N2c2cc(C)on2)c1 (configuration not stated)	5	10	12	-2	7	0	11	-17	-7
O=S(=O)(CCc1ccncc1)Cc1ccc2c3c(cccc13)CC2	9	7	7	-3	2	4	10	0	3
COc1cccc2cc(C(=O)NCc3ccc(F)cc3)c(=N)oc12	-6	2	7	0	3	6	-1	2	-4
O=C(Cn1cccn1)c1ccccc1	3	3	3	-2	6	0	-2	-9	1
CC(C)(C)NC(=O)CN(Cc1cccnc1)C(=O)c1csnn1	10	1	6	2	1	6	15	1	5
COCCn1c(C)cc(C(=O)COC(=O)CNC(=O)c2ccccc2)c1C	2	-2	2	1	6	5	-4	3	1
Cc1c(CC(=O)NCC(=O)NCC(=O)O)c(=O)oc2cc3c(cc12)CCC(C)(C)O3	4	3	5	-8	-1	-10	0	0	-4
CCc1nnc(NC(=O)CSc2nnc(-c3ccoc3C)n2-c2ccc(C)cc2)s1	-3	7	-1	-1	2	-1	1	-1	-4
O=c1cc(N2CCc3ccccc3C2)[nH]c(=O)n1-c1ccc(Cl)cc1	3	11	-1	6	4	6	14	2	-2
Cc1cc(CNC(=O)C2CCC(=O)N(Cc3cccc(C(F)(F)F)c3)C2)no1 (configuration not stated)	5	9	5	2	2	8	1	6	-2
COc1ccc(-c2c[n+]3c(n2-c2ccccc2)SCC3)cc1OC	0	1	8	1	3	-3	11	5	-9
O=C(CCCCl)NC1=NN(c2ccccc2)C(=O)C1	-4	3	-7	0	9	4	2	19	-9
CC(C)n1nc(C(=O)Oc2cccc(Cl)c2Cl)c2ccccc2c1=O	-4	-3	-3	1	-1	-2	3	3	-3
Fc1ccc(Sc2ccccc2CNC2=NCCN2)cc1	2	0	3	5	2	9	-12	2	-1
CCc1ccc(CN(C)C(=O)CCc2nnc(COc3ccccc3)o2)cc1	2	6	1	-3	6	2	-1	-7	-1
CCCCOC(=O)/C(=C/c1cn(C)c2ccccc12)NC(=O)c1ccc(OC)cc1	10	6	2	-1	8	2	-6	2	-4

Reprinted at random: 4 entries already listed, in no set order.
SMILES	PAFAH1B3 inh	PAFAH1B2 inh	PAFAH2 inh	LYPLA1 inh	pPAFAH FP inh	LYPLA2 counter	PREPL inhibitor	GSTO1 inh	PAD4 inh
C=CCNC(=O)c1ccc(-n2cccc2)cc1	-1	1	2	0	6	-7	0	6	-3
Cc1ccc(C)c(S(=O)(=O)N2CCN(C(=O)[C@@H]3CCCN3C(=O)c3cccs3)CC2)c1	0	-2	5	0	0	2	7	.	-4
Cc1ccc(OCC(=O)N/N=C/c2cn(Cc3ccccc3)c3ccccc23)cc1	4	0	11	0	10	0	13	1	-2
O=C(CCCCl)NC1=NN(c2ccccc2)C(=O)C1	-4	3	-7	0	9	4	2	19	-9

(listing goes on)
SMILES	PAFAH1B3 inh	PAFAH1B2 inh	PAFAH2 inh	LYPLA1 inh	pPAFAH FP inh	LYPLA2 counter	PREPL inhibitor	GSTO1 inh	PAD4 inh
COc1cc(CN2CCNC(=O)C2CC(=O)N(C)CCCN2CCOCC2)cc(OC)c1 (configuration not stated)	6	2	-1	1	3	2	7	0	1
COC(=O)c1c(NC(=O)CN2C(=O)C(=O)N(CC(C)C)C2=O)sc2c1CCCCC2	2	8	1	5	1	9	11	9	-2
CN(Cc1ccccc1)CC(O)COc1ccc(CNCCCOc2cccnc2)cc1 (configuration not stated)	-3	-3	1	0	-4	3	33	-3	0
CCc1c(C)nc(N)n2c(SCC(=O)Nc3ccccc3)nnc12	-2	2	-4	-2	1	2	9	0	-3
CCN1CCN(C(=O)C2CCN(Cc3cc(Cl)ccc3O)CC2)CC1	7	3	-6	3	1	2	16	5	0
O=C1CN(C(=O)COC(=O)CNS(=O)(=O)c2ccccc2)c2ccccc2N1	1	2	2	1	2	5	-4	6	4
COc1ccc(-n2c(SCC(=O)N3CCc4ccccc43)nnc2-c2c[nH]c3ccccc23)cc1	-3	3	-13	-1	0	-3	4	3	-3
Cc1ccc(CNC(=O)COC(=O)CSc2cc(C)c(Br)cc2C)cc1	2	15	-1	-2	9	-4	-11	7	-4
Cc1ccnc(Nc2nc(-c3sc(C)nc3C)cs2)c1	7	8	8	2	13	1	10	5	-3
O=C(COc1ccccc1Cl)N1CCN(c2ccccn2)CC1	5	6	6	1	23	8	17	15	2
CC(=O)N1CC=C2C(C#N)=C(N)C(C#N)(C#N)C(CCc3ccccc3)C2C1 (configuration not stated)	10	13	-6	-3	4	1	-6	-3	-5
COC(=O)c1ccc(NC(=O)c2ccc(NC(=O)C3CCCO3)cc2)cc1 (configuration not stated)	4	3	-3	-3	-2	-7	13	3	-6
CCN(CC)S(=O)(=O)N1CCC(C(=O)NC2CCCc3ccccc32)CC1 (configuration not stated)	8	4	7	2	5	1	-1	-2	8
CNC(=O)c1ccc(-c2sc3nc(N4CCOCC4)c4c(c3c2N)CC(C)(C)OC4)o1	9	9	-1	2	3	0	14	3	1
Cc1cc(=O)[nH]c(Nc2cccc(Cl)c2C)n1	10	-1	2	0	-5	1	12	3	-5
COc1ccc(NC(=O)Nc2ccccc2C(=O)N2CCCC2)cc1	-6	-1	-5	2	2	-3	11	-4	2
